CHRM1 antagonist = human CHRM1 antagonism; P11229; CHO-K1 hM1, Fluo-8 calcium fluorescence, ACh EC80 antagonist; inhibition, % at 3 µM; 360,000 tested, 1.3% active; AID 588852;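 active = percent inhibition above its own plate's cutoff, namely the mean of that plate's compound wells plus 3 SD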;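 note: peak over basal fluorescence ratio during 140 s after agonist addition; 0% = ACh EC80 plus DMSO and 100% = DMSO alone without agonist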
Target sequence (P11229 whole entry, looked up): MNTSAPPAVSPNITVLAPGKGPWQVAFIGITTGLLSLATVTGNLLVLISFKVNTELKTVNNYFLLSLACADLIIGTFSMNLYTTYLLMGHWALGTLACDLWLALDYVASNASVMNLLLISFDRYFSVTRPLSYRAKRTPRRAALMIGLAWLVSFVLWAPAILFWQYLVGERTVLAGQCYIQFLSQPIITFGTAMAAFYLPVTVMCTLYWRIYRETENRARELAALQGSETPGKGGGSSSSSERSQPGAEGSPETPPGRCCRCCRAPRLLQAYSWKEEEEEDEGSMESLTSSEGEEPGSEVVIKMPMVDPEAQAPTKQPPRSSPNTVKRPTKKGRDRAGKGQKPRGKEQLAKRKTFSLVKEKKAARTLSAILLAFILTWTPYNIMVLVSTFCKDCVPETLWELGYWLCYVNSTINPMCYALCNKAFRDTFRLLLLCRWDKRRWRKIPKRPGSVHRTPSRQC
CRFR2-BP ag = CRF-BP/CRF-R2 complex agonism; HEK293 CRF-R2/CRF-BP, calcium dye fluorescence (FLIPR); percent of saturating CRF peptide response; activation, % at 13.2 µM; 350,000 tested, 0.46% active; AID 588473;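 active = activation of at least 50%, plus an integration ratio under a set limit after plate pattern correction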;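 note: plate controls were neutral control wells without compound for no effect and CRF at EC100 for full effect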
CHRM4 PAM = positive allosteric modulators of human muscarinic M4 receptor. 360,000 tested, 0.4% active. CHO-K1 hM4/Gqi5, Fluo-8 calcium fluorescence, ACh EC20; 0% = ACh EC20, 100% = maximal ACh. activation, % at 3 µM. AID 624126. P08173;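 active = activation above its plate's cutoff, the mean activation of sample wells plus 3 SD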; note: some results filed as inactive read as strong as hits
Target sequence (P08173 whole entry, looked up): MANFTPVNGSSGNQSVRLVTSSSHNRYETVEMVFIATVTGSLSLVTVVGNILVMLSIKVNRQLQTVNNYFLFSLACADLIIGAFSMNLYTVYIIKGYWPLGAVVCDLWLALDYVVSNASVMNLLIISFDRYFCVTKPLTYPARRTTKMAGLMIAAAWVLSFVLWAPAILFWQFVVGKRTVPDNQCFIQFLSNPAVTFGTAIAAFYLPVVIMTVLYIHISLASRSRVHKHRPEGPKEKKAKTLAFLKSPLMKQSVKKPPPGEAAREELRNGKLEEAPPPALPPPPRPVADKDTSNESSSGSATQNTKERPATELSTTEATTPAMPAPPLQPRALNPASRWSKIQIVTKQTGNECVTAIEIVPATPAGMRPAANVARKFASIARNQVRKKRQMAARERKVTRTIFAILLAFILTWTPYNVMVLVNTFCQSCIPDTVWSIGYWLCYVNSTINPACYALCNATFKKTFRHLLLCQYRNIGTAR
CHRM4 antagonist = blocks acetylcholine activation of human M4 receptor; P08173; CHO-hM4 cells, ACh EC80, Fluo-8 calcium fluorescence; inhibition, % at 3 µM; 360,000 tested, 0.73% active; AID 624125;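 active = inhibition above its plate's cutoff, the mean inhibition of sample wells plus 3 SD, cut at about 27% in these data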;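 note: 0% = acetylcholine EC80 with DMSO and 100% = DMSO without agonist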
CHRM5 PAM = potentiates acetylcholine response at human M5 receptor. activation, % at 3 µM. AID 624038. CHO-K1 hM5, Fluo-8 calcium, ACh EC20 PAM; 0% = ACh EC20, 100% = ACh EC100. 360,000 tested, 0.3% active;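 active = activation above the run cutoff, the mean activation of all test compounds plus 3 SD, cut at about 18% in these data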
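System: CHO-K1 hM5 cells. Reagent: acetylcholine, EC20 level. Compound dosing: single dose, 3 µM nominal final test concentration. Timing: Post-acetylcholine fluorescence recording 140 s. Detection: Fluo-8 calcium fluorescence. Read-out: % activation, ACh-normalized. Benchmarks: ACh EC20 and EC100 wells. Repeats: singlicate, one well per test compound.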
CHRM5 antagonist = blocks acetylcholine activation of human M5 receptor; P08912; CHO-hM5 cells, Fluo-8 calcium fluorescence, ACh EC80; inhibition, % at 3 µM; 360,000 tested, 0.59% active; AID 624040;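 active = inhibition above a per-plate cutoff, the mean of that plate's test compounds plus 3 SD, cut at about 27% in these data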;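 note: 0% = acetylcholine EC80 with DMSO and 100% = DMSO without agonist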
CHRM1 PAM = positive allosteric modulators of human M1 muscarinic receptor; P11229; CHO-K1 hM1, Fluo-8 calcium fluorescence, ACh EC20; 0% = ACh EC20, 100% = maximal ACh; activation, % at 3 µM; 360,000 tested, 0.088% active; AID 588819; in the data active = activation above about 19%, passing the limit was not always enough
M5 ag = CHRM5 agonism in calcium assay. CHO-K1 hM5 cells, Fluo-8 calcium fluorescence; 0% DMSO wells, 100% maximal acetylcholine response. P08912. 360,000 tested, 0.19% active. activation, % at 3 µM;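 active = activation above the run's mean over test compounds plus 3 SD, cut at about 23% in these data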;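 note: signal is peak over basal fluorescence ratio across the kinetic read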
CHRM4 agonist = agonists of human muscarinic M4 receptor (CHRM4); P08173; CHO-K1 hM4/Gqi5, Fluo-8 calcium fluorescence; vehicle 0%, full acetylcholine response 100%; activation, % at 3 µM; 360,000 tested, 0.14% active; AID 624127;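 active = activation above the run mean over all test wells plus 3 SD, cut at about 32% in these data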;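 note: peak over basal fluorescence ratio per well then scaled between controls; 0% = DMSO wells and 100% = acetylcholine at EC100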
* hit, by the source's call.

entry	compound	CHRM1 antagonist	CRFR2-BP ag	CHRM4 PAM	CHRM4 antagonist	CHRM5 PAM
1	CCOC(=O)C1=C(COC(=O)C(CC)Oc2ccccc2)NC(=O)NC1C (centres undefined)	3	-2.1	-8	-3	4
2	CC[C@@]1(C(=O)OC)N[C@H](CN(C)S(=O)(=O)c2ccccc2)[C@@H]2C(=O)N(C)C(=O)[C@@H]21	-6	-0.3	4	-5	-5
3	C=CCOc1ccc(C=Nc2ccc(Cl)cc2)c(O)c1	-2	2.7	0	-2	1
4	CCOC(=O)Cc1c(C)nc(SC)[nH]c1=O	-2	-0.3	-1	-5	-5
5	CC(C)C[C@@H](CN)NC(=O)c1nc[nH]c1C(=O)N[C@@H](CC(=O)O)C(=O)CNC[C@H](C)NC(=O)c1nc[nH]c1C(=O)N[C@@H](CC(=O)O)C(=O)O	-5	-1.9	1	0	-7
6	CCN(CC)CC(=O)Nc1ccc2c(c1)N(C(=O)CN(CC)CC)c1ccccc1CC2	5	8.5	-6	-5	-6
7	O=C(C(Cc1ccccc1)N1C(=O)C2C3CCC(C3)C2C1=O)N1CCCCC1 (centres undefined)	-9	1.1	10	-3	10
8	CCN(CC)C(=O)C(=O)c1cccn1-c1cccc(OC)c1C#N	6	0.8	5	2	-3

entry	CHRM5 antagonist	CHRM1 PAM	M5 ag	CHRM4 agonist
1	-3	2	0	8
2	-6	4	1	0
3	-8	10	2	0
4	0	2	-1	1
5	9	5	0	0
6	-4	-8	-7	1
7	-7	13	4	1
8	4	7	0	0

Going on with the list:
entry	compound	CHRM1 antagonist	CRFR2-BP ag	CHRM4 PAM	CHRM4 antagonist	CHRM5 PAM
9	NS(=O)(=O)c1ccc(CNC(=O)c2ccc(S(=O)(=O)NCc3ccco3)cc2)cc1	-3	1.2	1	12	-4
10	COc1ccc(CC(=O)N2CCC(n3nccc3NC(=O)C3CC3)CC2)cc1	4	0.2	4	5	-5
11	Cn1nccc1C(=O)N1CCN(c2ccccc2Cl)CC1	0	-0.5	1	2	8
12	O=C1NC(c2ccccc2)C(C(=O)c2cccs2)=C1O (centres undefined)	-6	2.0	-3	-3	3
13	O=c1cc(-c2ccccc2)oc2cc(OCc3ccccc3)cc(O)c12	2	9.1	9	4	1
14	COc1ccc(-c2cc(C(=O)N(C)CCc3ccc(OC)c(OC)c3)c3ccccc3n2)cc1	1	-1.8	-7	-4	-7
15	O=C(Oc1ccc(N(C(=O)c2ccncc2)S(=O)(=O)c2ccc(Cl)cc2)cc1)c1ccncc1	9	-0.5	-8	2	-1
16	CCOC(=O)c1c(NC(=O)CN2C(=O)NC3(CCC(C)CC3)C2=O)sc(C(=O)N(C)C)c1C (centres undefined)	-3	0.7	-6	3	1

entry	CHRM5 antagonist	CHRM1 PAM	M5 ag	CHRM4 agonist
9	8	7	1	0
10	11	4	-3	3
11	-21	2	-3	1
12	-5	6	2	1
13	-3	7	0	1
14	5	2	0	14
15	9	3	2	5
16	1	3	0	0

The list goes on:
entry	compound	CHRM1 antagonist	CRFR2-BP ag	CHRM4 PAM	CHRM4 antagonist	CHRM5 PAM
17	Cc1c(C(=O)NC2CCCC2)oc2ccccc12	-18	-0.7	7	-4	-1
18	O=C(Nc1ccc2c(c1)OCO2)C1CC(=O)N(c2ccc(F)cc2)C1 (centres undefined)	-10	-0.8	4	-1	6
19	CS(=O)(=O)N(CC(=O)Nc1c(F)cccc1F)Cc1ccccc1	-11	0.8	-2	4	-4
20	Cc1[nH]nc(-c2ccc(OCc3cnn(-c4ccccc4)c3)cc2O)c1Oc1ccccc1F	-19	0.9	24*	-1	-1
21	CCCCN(CC)S(=O)(=O)N1CCC(C(=O)NCCCN2CCOCC2)CC1	-6	-1.6	7	-11	-1
22	COc1ccc(CCNS(=O)(=O)c2ccc3c(c2)NC(=O)CS3)cc1OC	-9	-1.1	-2	3	-1
23	O=C(CCCSc1ccccc1)Nc1nc(-c2ccccn2)cs1	-4	8.0	6	-12	-11
24	CC(CC(=O)NC1CCCCC1)S(=O)(=O)c1ccc2c(c1)CCN2C(=O)C1CC1 (centres undefined)	-5	3.0	2	2	2

entry	CHRM5 antagonist	CHRM1 PAM	M5 ag	CHRM4 agonist
17	3	16	4	0
18	-2	11	-1	2
19	8	9	1	2
20	-6	11	2	2
21	-3	5	-3	1
22	10	5	-3	0
23	11	5	-3	7
24	1	6	-4	0

The listing continues.
entry	compound	CHRM1 antagonist	CRFR2-BP ag	CHRM4 PAM	CHRM4 antagonist	CHRM5 PAM
25	CCOC(=O)Cn1c(=NC(=O)C2COc3ccccc3O2)sc2cc(S(N)(=O)=O)ccc21 (centres undefined)	0	-1.8	-9	-1	-9
26	N#C/C(=C/c1ccc(Sc2nc3ccccc3[nH]2)o1)c1cccc(F)c1	23	1.1	-20	5	-19
27	CCOc1ccc(N2C(=O)Nc3ccccc3C2(O)C(=O)NCc2ccccc2)cc1 (centres undefined)	-4	0.8	11	-14	14
28	NC(=O)CSc1nc2ccccc2n1-c1ccccc1	4	1.3	9	4	5
29	CCOC(=O)N1CCN(Cc2oc(CO)cc(=O)c2O)CC1	-13	-2.1	1	1	1
30	CSc1nnc(-c2nnc(SC)n2-c2ccccc2)n1-c1ccccc1	-17	-2.9	9	-5	3
31	Cn1c(CNc2nc3ccccc3n2C)nc2ccccc21	-12	0.0	2	-11	1
32	O=C(CCCn1cnc([N+](=O)[O-])n1)Nc1ccc(Cl)c(Cl)c1	1	0.9	-11	5	3

entry	CHRM5 antagonist	CHRM1 PAM	M5 ag	CHRM4 agonist
25	1	1	0	9
26	13	-15	2	10
27	-7	6	0	1
28	-5	7	2	0
29	3	7	3	1
30	-4	20	-2	0
31	-6	12	-2	1
32	-2	1	1	2

3 entries from above in a different format.
26. N#C/C(=C/c1ccc(Sc2nc3ccccc3[nH]2)o1)c1cccc(F)c1
27. CCOc1ccc(N2C(=O)Nc3ccccc3C2(O)C(=O)NCc2ccccc2)cc1 (centres undefined)
28. NC(=O)CSc1nc2ccccc2n1-c1ccccc1

| assay / entry | 26 | 27 | 28 |
| --- | --- | --- | --- |
| CHRM1 antagonist | 23 | -4 | 4 |
| CRFR2-BP ag | 1.1 | 0.8 | 1.3 |
| CHRM4 PAM | -20 | 11 | 9 |
| CHRM4 antagonist | 5 | -14 | 4 |
| CHRM5 PAM | -19 | 14 | 5 |
| CHRM5 antagonist | 13 | -7 | -5 |
| CHRM1 PAM | -15 | 6 | 7 |
| M5 ag | 2 | 0 | 2 |
| CHRM4 agonist | 10 | 1 | 0 |

Further records follow.
entry	compound	CHRM1 antagonist	CRFR2-BP ag	CHRM4 PAM	CHRM4 antagonist	CHRM5 PAM
33	CC(=O)c1ccc(NC(=O)C(C)NCc2ccc(Cl)cc2)cc1 (centres undefined)	1	1.2	-4	-2	-8
34	Cc1nn(CCC#N)c2[nH]c(=O)cc(C(F)(F)F)c12	-11	0.2	-1	-3	-3
35	O=C(CSc1nnc(-c2cccnc2)s1)Nc1ccnc2ccccc12	34*	-1.4	-12	25	-18
36	CCN=C1SC(C(=O)Nc2cccc(C(=O)O)c2)CC(=O)N1CC (centres undefined)	-2	0.0	6	7	2
37	CC1CCCCN1C(=O)CCNC(=O)Cn1cnc2ccccc2c1=O (centres undefined)	2	2.5	-4	4	0
38	COc1ccc(CNC(=O)C(C)NC(=O)c2cc3ccccc3o2)cc1 (centres undefined)	-3	-1.9	3	-10	3
39	CC(=O)c1ccc(N2CCN(Cc3nc(Cc4ccccc4)no3)CC2)cc1	-3	0.0	-4	0	-6
40	COc1ccc(-n2c(Cc3cccn3C)nnc2SCC(=O)N2CCCC2)cc1	-9	4.4	-2	7	-5

entry	CHRM5 antagonist	CHRM1 PAM	M5 ag	CHRM4 agonist
33	-7	-2	-3	1
34	13	11	-1	3
35	27	-14	7	12
36	-5	9	1	0
37	14	0	-2	-2
38	4	0	-4	1
39	2	0	1	5
40	6	9	2	-1

More records follow.
entry	compound	CHRM1 antagonist	CRFR2-BP ag	CHRM4 PAM	CHRM4 antagonist	CHRM5 PAM
41	Cc1ccc(N(CC(=O)N/N=C/c2ccc(OC3CSC3)cc2)S(=O)(=O)c2ccccc2)cc1	-2	-1.6	3	-2	2
42	Cc1cc(C(F)(F)F)nc(SCC(=O)Nc2nccs2)n1	-2	0.7	4	1	1
43	CCCCC(=O)NC(c1ccc([N+](=O)[O-])cc1)c1c(O)ccc2ccccc12 (centres undefined)	16	18	-35	12	-20
44	COc1ccc(-c2csc(Cc3nnc(N4CCOCC4)n3-c3ccccc3)n2)cc1OC	-10	-1.1	8	-3	5
45	CCN(CC)S(=O)(=O)c1ccc(/C=C/C(=O)OCC(=O)Nc2ccc(S(N)(=O)=O)cc2)cc1	4	-0.2	-11	12	-4
46	CC(C)Oc1ccc(C(=O)NCCNC(=O)c2ccco2)cc1	-8	0.9	-2	3	1
47	Cc1cc(C)c(O)c(NC(=S)NC(=O)Cc2ccccc2)c1	-11	15	-3	5	0
48	CCCNC(=S)N1CC2(C)CN(C(=O)C(=O)OC)CC(C)(C1)C2=O	2	-3.1	-5	8	-1

entry	CHRM5 antagonist	CHRM1 PAM	M5 ag	CHRM4 agonist
41	3	-1	0	0
42	3	3	-6	1
43	20	-15	-3	5
44	-5	10	2	-2
45	9	2	-3	3
46	3	8	-1	0
47	1	8	12	10
48	5	1	-1	0

Following part.
entry	compound	CHRM1 antagonist	CRFR2-BP ag	CHRM4 PAM	CHRM4 antagonist	CHRM5 PAM
49	CCOc1nc(NCCN2CCOCC2)nc(NC(C)C)n1	-19	-2.8	-2	6	4
50	O=C(COc1cccc2cccnc12)Nc1nccs1	0	-0.9	-7	14	0
51	O=C(COC(=O)CNC(=O)c1ccccc1)Nc1nc(-c2ccccc2)cs1	-2	-4.6	13	5	-7
52	CCOC(=O)/C(=N\O)C1=NC(C)(C)Cc2ccccc21	-1	0.8	1	3	3
53	COc1ccc(S(=O)(=O)N2CCN(c3ccccc3OC)CC2)cc1C(=O)N1CCCCC1	0	2.9	-2	2	-1
54	CC(=O)NC(CCS(C)(=O)=O)C(=O)Nc1ccccc1C (centres undefined)	-6	0.0	15	-1	-1
55	CCN(CC)c1cc(C)c2cc(NC(=O)c3ccccc3OC)ccc2n1	4	0.6	-12	-5	-8

entry	CHRM5 antagonist	CHRM1 PAM	M5 ag	CHRM4 agonist
49	-5	3	-3	0
50	-4	3	-1	2
51	-2	-1	-2	7
52	-5	3	-1	0
53	4	11	-3	1
54	3	2	1	1
55	19	-1	-7	12

Screening data from PubChem.
